Screening data deposited in PubChem by National Center for Advancing Translational Sciences (NCATS).
TrxR1 substrate = rat thioredoxin reductase 1 substrate activity; actives 0.01% (n = 390,000); AID 588456; O89049; Potency, µM (highest dose often 114 µM), for inactives: at the highest dose activity change, negative = substrate turnover; purified TrxR1 substrate turnover, NADPH consumption readout; further: potency means the concentration at half of the fitted maximal effect; on the % scale 0 is the no-effect control and ±100 the full control effect; nearly all actives have a fitted effect of over 50% in size
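Rat TrxR1, dispensed at 90 nM, was prereduced with 400 uM NADPH (final) for 5 min at ~22 deg C, then incubated with compound 15 min before 400 uM selenite. A first-read NADPH fluorescence drop versus no-compound background flagged substrates.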
USP1 inh = inhibitors of human USP1/UAF1 deubiquitinase; O94782; recombinant USP1/UAF1, Ub-Rhodamine cleavage fluorescence; Potency, µM (titrated, usually from 57.1 µM), for the others: at the highest dose activity change, negative = inhibition, most hits filed as inhibitors; actives 0.23% (n = 390,000); further: potency means the concentration at half of the fitted maximal effect; on the % scale 0 is the no-effect control and ±100 the full control effect; nearly all actives have a fitted effect of over 60% in size; inactives centre near -12
Target sequence (O94782 whole entry, looked up): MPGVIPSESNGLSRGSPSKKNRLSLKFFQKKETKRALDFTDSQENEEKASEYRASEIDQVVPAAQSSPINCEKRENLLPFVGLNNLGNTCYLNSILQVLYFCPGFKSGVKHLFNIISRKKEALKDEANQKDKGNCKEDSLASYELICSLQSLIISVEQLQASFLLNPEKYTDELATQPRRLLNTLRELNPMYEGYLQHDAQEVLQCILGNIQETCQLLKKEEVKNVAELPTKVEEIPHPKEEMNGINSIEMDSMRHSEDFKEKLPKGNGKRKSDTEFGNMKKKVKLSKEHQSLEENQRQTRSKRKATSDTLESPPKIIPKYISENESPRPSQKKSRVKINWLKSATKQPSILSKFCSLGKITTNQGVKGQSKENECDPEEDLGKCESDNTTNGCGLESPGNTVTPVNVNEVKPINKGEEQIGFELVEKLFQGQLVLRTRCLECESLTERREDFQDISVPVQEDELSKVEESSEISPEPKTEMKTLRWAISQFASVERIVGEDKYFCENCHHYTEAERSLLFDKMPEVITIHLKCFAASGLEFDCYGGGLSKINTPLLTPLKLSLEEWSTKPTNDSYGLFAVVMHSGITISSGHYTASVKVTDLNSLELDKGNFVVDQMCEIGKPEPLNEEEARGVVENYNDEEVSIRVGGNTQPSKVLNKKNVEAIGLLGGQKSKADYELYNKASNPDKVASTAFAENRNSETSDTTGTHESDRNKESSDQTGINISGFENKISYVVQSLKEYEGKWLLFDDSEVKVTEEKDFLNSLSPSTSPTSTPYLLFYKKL
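USP1/UAF1 complex (1 nM) preincubated 15 min at room temperature with compound, then Ub-Rho substrate (150 nM final) added. Kinetic fluorescence at 480/540 nm over 6 reads at 60 s intervals; 50 mM HEPES pH 7.8, 0.5 mM EDTA, 0.1 mg/ml BSA, 1 mM TCEP, 0.01% Tween-20.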
IDH1 R132H inh = human IDH1 R132H inhibition | O75874 | IDH1-R132H enzyme, NADPH consumption, diaphorase/resazurin fluorescence | Potency, µM (highest dose often 76.6 µM), without a hit: top-dose activity change, negative = inhibition, hits mostly inhibitors | actives 0.093% (n = 390,000) | AID 602179; further: potency means the concentration at half of the fitted maximal effect; on the % scale 0 is the no-effect control and ±100 the full control effect; nearly all actives have a fitted effect of over 65% in size
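IDH1-R132H (0.5 ug/mL) preincubated 30 min with compound, then NADPH (0.016 mM) and alpha-KG (2 mM) added; 80 min at RT, pH 7.5. Remaining NADPH coupled via diaphorase/resazurin to fluorescence (540/590 nm); concentration-response curves normalized to no-enzyme control.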
GRP78 ERSR act = ER stress response induction in glioma; Potency, µM, without a hit: at the highest dose activation, usual class: activators; actives 0.02% (n = 420,000); U87-MG GRP78 promoter luciferase reporter, 16 h; further: potency means the concentration at half of the fitted maximal effect; series mostly up to about 76 µM; % of control where 0% means no effect; nearly all actives have a fitted effect of over 35% in size
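Stably transfected U87-MG human glioma cells carrying a GRP78-based luminescent sensor were seeded at 1000 cells/well, pin-dosed with compounds and incubated 16 h. Luciferase reagent was then added, and end-point luminescence was read after 10 min at room temperature.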
RGS4 inhibitor = blocks human RGS4-accelerated GTP hydrolysis; AID 504845; P49798; Transcreener GDP fluorescence polarization, RGS4-accelerated GTP hydrolysis; Potency, µM (series often up to 114 µM), without a hit: at the top dose activity change, negative = inhibition, hits mostly inhibitors; actives 0.039% (n = 390,000); further: potency means the concentration at half of the fitted maximal effect; on the % scale 0 is the no-effect control and ±100 the full control effect; nearly all actives have a fitted effect of over 75% in size; some results filed as inactive show a strong effect at the top dose
Target sequence (P49798 whole entry, looked up): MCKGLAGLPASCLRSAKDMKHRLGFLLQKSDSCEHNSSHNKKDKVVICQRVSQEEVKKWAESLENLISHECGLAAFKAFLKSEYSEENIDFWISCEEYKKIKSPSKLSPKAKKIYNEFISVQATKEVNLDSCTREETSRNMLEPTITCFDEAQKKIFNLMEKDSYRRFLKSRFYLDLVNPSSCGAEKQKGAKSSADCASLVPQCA
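MLSMR compounds (23 nl, pin-transferred) preincubated 10 min at room temperature with a 500nM (2x) first reagent, then RGS4 at 900nM (2x) plus Transcreener GDP mix added; fluorescence polarization (620/688 nm) read before and after 90 min at 30 °C.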
Vif-APOBEC3G blk = Vif-A3G binding inhibition. Q9HC16. HeLa A3G-eYFP + Vif (tagged APOBEC3G with the HIV-1 protein that degrades it), YFP fluorescence, overnight. Potency, µM (titrated, usually from 46.1 µM), without a hit: top-dose activity, negative = active, usual class: inhibitors. actives 0.076% (n = 410,000). AID 602310;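 further: potency means the concentration at half of the fitted maximal effect; on the % scale 0 is the no-effect control and ±100 the full control effect; nearly all actives have a fitted effect of over 60% in size; hits raise eYFP signal because A3G escapes Vif-driven loss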
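Read-out is eYFP fluorescence (Ex 488/Em 500-530) from Vif-expressing HeLa A3G-eYFP cells; more signal means A3G escaped Vif-mediated degradation. Cells plated overnight, compound pinned in, incubated overnight at 37 deg C.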
LDHA inh = inhibitors of human lactate dehydrogenase A; purified LDHA, NADH/diaphorase-resazurin fluorescence; stronger effect = lower value; actives 0.15% (n = 480,000); activity change, % (values are at about 110 or 230 µM); in the data active means activity change below about -30%; inconclusive means mostly about -25% to -30%;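 further: plate controls were DMSO wells for no effect and wells without enzyme for full effect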
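Human LDH5 at 2 nM final in Tris HCl pH 7.4 with 0.06 mM NADH and 0.2 mM pyruvate, reacted 5 minutes at room temperature. Remaining NADH coupled via diaphorase/resazurin; resorufin fluorescence read at 0 and 20 minutes, normalized to enzyme-free and DMSO wells.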
Vif-APOBEC3F blk = blocks the Vif interaction with APOBEC3F; HeLa A3F-eYFP + Vif (tagged APOBEC3F with the HIV-1 protein that degrades it), YFP fluorescence increase; Potency, µM (series often up to 46.1 µM), without a hit: at the top dose activity, negative = active; actives 0.2% (n = 390,000); further: potency means the concentration at half of the fitted maximal effect; % of control where 0% means no effect; nearly all actives have a fitted effect of over 65% in size
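HeLa cells stably expressing A3F-eYFP plus Vif, plated and incubated overnight at 37 deg C, then exposed to compounds overnight at 37 deg C. Blocked degradation read as raised yellow fluorescence (Ex 488/Em 500-530).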
TrxR1 inh = rat TrxR1 inhibition; O89049; recombinant rTrxR1, NADPH fluorescence consumption, selenite substrate; Potency, µM (highest dose often 114 µM), inactives show at the highest dose activity change, negative = inhibition, usual class: inhibitors; actives 1% (n = 390,000); further: potency means the concentration at half of the fitted maximal effect; on the % scale 0 is the no-effect control and ±100 the full control effect; nearly all actives have a fitted effect of over 65% in size
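Rat TrxR1 (90 nM in the dispensed reagent) was pre-reduced with 400 uM NADPH for 5 min at room temperature, then incubated with compound for 15 min. After 400 uM selenite was added, NADPH fluorescence (Ex 340/Em 450 nm) was followed for 8 min.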
* = called active by the depositor; u = inconclusive; x = not tested or not shown; & = joins results of further samples; [ ] = remark or other dose. Unless noted, the call rests on the fitted dose curve; in most records, active means well fitted curve in the direction sought with a large enough effect; inconclusive means small, poorly fitted or top-dose-only effect, or another doubt; inactive means no such curve, though single readings can be large; an effect the other way counts as inactive or inconclusive. These rows are one share of the data; rates above refer to the full screens.

mol	Vif-APOBEC3F blk	Vif-APOBEC3G blk	TrxR1 inh	GRP78 ERSR act	LDHA inh	RGS4 inhibitor	IDH1 R132H inh	TrxR1 substrate	USP1 inh
CCN(CC)C(=O)c1ccc(S(=O)(=O)Cc2ccc(C)cc2)c([N+](=O)[O-])c1	3%	-10%	32µM*	16%	2	-28%	0%	11%	-20%
COc1ccc(C=NNc2ccc(S(=O)(=O)Nc3ccccc3C(=O)O)cc2[N+](=O)[O-])c(OC)c1	1%	7%	1%	3%	-71*	u	u	-9%	u
CC1CN(S(=O)(=O)c2ccc(NC(=O)c3cc(-c4ccccc4O)n[nH]3)cc2)CC(C)O1 (stereo not given)	3%	-2%	16%	8%	-11	25%[56.9 µM]	-6%	-7%	-19%
Cc1cccc(N(C(=O)Nc2ccccc2)C2=NCC(C)S2)c1 (stereo not given)	0%	1%	8%	1%	2	-4%	8%	2%	u
CCCn1c(CCC(=O)Nc2cccc(C)c2C)nc2cccnc21	-6%	0%	-9%	-2%	5	-1%	11%	-11%	-31%
COc1ccc(-c2nc3ccccc3o2)cc1NC(=O)CSc1ccc(Cl)cc1	4%&4%	-1%&1%	41%[activator]	-2%&0%	-6&-11	-29%&2%	-10%&-3%	41%[activator]	-23%&-1%
O=C(NCc1ccncc1)c1ccc(Br)o1	-6%	1%	u	0%	1	4%	-5%	-9%	1%
COc1ccc2c(c1)NC1(O)c3ccccc3C(=O)C21O (stereo not given)	-13%	-1%	40%[activator]	-2%	0	-14%	1%	20%	-11%
O=C(NCCSc1ccccc1)c1ccccc1Cl	-13%	-3%	8%	-2%	-5	19%	6%	-2%	-1%
N#Cc1nc(-c2ccc(COc3ccccc3)o2)oc1NCc1cccnc1	3%	3%	17%	-1%	-6	-4%	-9%	17%	-28%
COc1ccc(OC)c(S(=O)(=O)N2CCC(C(=O)Nc3cc(C)ccc3C)CC2)c1	-9%	1%	17%	-3%	-5	-16%	6%	10%	-6%
COc1ccc(C(=O)N2CCN(C3CCN(Cc4ccccc4)CC3)CC2)cc1OC	-4%	2%	-7%	-2%	-40*	25%	-1%	-9%	-2%
O=C(Nc1ccc(NC(=O)c2ccccn2)cc1)C(=O)Nc1ccc2c(c1)OCCO2	16%	-2%	29%[11.4 µM]	2%	-9	3%	-3%	10%[11.4 µM]	-19%
CN(C(=O)NC(=O)C1=C(N2CCOCC2)/C(=C/c2ccccc2)CC1)S(C)(=O)=O	-4%	-1%	35µM*	0%	-1	9%	-8%	71%[activator]	-18%
COc1ccc(C(=O)Nc2ccccc2SCc2cc(=O)c3cccc(C)c3[nH]2)cc1	-3%	2%	5%[57.1 µM]	-2%	1	4%	-2%	-7%[57.1 µM]	-18%
Cc1cc(C)c(NC(=S)NCCO)c(C)c1	-3%	0%	16%	-4%	-2	24%	14%	7%	-12%
COc1cccc(C2C(C(=O)c3ccc(C)o3)=C(O)C(=O)N2CCN2CCOCC2)c1 (stereo not given)	-9%	-10%	u	-5%	4	-15%	0%	-9%	-25%
NCC12CC3CC(C1)CC(CN)(C3)C2	3%	1%	16%	-3%	-4	-23%	1%	2%	-24%
Cc1[nH]nc2nc(SCC(=O)NCCC3=CCCCC3)n(-c3ccc(Br)cc3)c(=N)c12	-7%	u	20%	-9%	-5	2%	-12%	0%	-16%
Oc1ccc(/C=N/Nc2cccc(Cl)n2)c(O)c1	-2%	-4%	7%	1%	2	4%	9%	-4%	-19%
O=C(Nc1nnc(-c2ccccc2SCc2ccccc2F)s1)Nc1ccccc1F	1%	2%	0%	3%	-7	-4%	4%	-10%	3%
O=C(N/N=C/C=C\c1ccccc1)c1cnccn1	-10%	-10%	-19%	-2%	-8	1%	13%	-21%	-6%
COc1ccc(C(=O)NC2CCN(CC(=O)NC3CCCCC3)CC2)cc1	2%	0%	18%	1%	-2	-20%	2%	6%[0.457 µM]	-11%
N#C/C(=C1\C(=O)Nc2c(Cl)cc(Cl)cc21)c1nnc2n1CCCCC2	-10%	1%	7%[57.1 µM]	-3%	15	-31%	-13%	8%[57.1 µM]	-21%
CCOc1ccc(S(=O)(=O)N2CCCC(C(=O)NCc3ccccn3)C2)cc1Cl (stereo not given)	1%	-7%	22%	-1%	-6	-23%	15%	8%	-7%
Cc1ncc([N+](=O)[O-])n1CC(=O)Nc1ccc(OC(F)(F)Cl)cc1	u	2%	2%	0%	-2	-8%	0%	-3%	-6%
COc1ccc(Nc2nc(N3CCOCC3)nc(N3CCOCC3)n2)c(OC)c1	-1%	0%	12%	1%	-5	5%	0%	-3%	-12%
CCOC(=O)C1CCCN(C(=O)CCn2nnnc2CN2CCOCC2)C1 (stereo not given)	-11%	0%	u	-4%	-1	21%	1%	-10%	-1%
COc1cc(C(=O)Nc2ccc3c(c2)Cc2cc(NC(=O)c4cc(OC)c(OC)c(OC)c4)ccc2-3)cc(OC)c1OC	-2%	1%	-44%	-1%	-2	-47%	2%	6%[57.1 µM]	-2%
CC(C)(C)OC(=O)NCc1ccc(CNC(=O)c2[nH]cnc2C(=O)NC2CCN(C(=O)OC(C)(C)C)CC2)cc1	6%	-8%	6%	-5%	1	-13%	-6%	-6%	u
CCOC(=O)COc1cc(Br)c(/C=N/Nc2ccccc2)cc1OC	0%	-14%	6%	35µM*	-7	-38%	7%	9%	-27%
O=C(O)CCCCCN1C(=O)C(O)=C(C(=O)/C=C/c2ccccc2)C1c1cccc([N+](=O)[O-])c1 (stereo not given)	-9%	0%	2%[57.1 µM]	-5%	-4	3%	7%	-1%[57.1 µM]	-27%
C=C1NN(C)C(=O)N1c1ccc(OC)cc1	x	1%	24%	-2%	-4	x	x	10%[0.0914 µM]	x
CCn1cc(C2=NOC(C(=O)Nc3cc(C)nn3-c3ccccc3)C2)c(C)n1 (stereo not given)	-5%	0%	20%[57.1 µM]	0%	-3	4%	7%	6%[57.1 µM]	-3%
COCC(=O)N(Cc1cc2cc(C)ccc2[nH]c1=O)c1ccccc1	0%	-8%	24%	8%	1	4%	10%	16%	-20%
CCOC(=O)C1CCN(c2c(-c3ccccc3)c3cc(Cl)ccc3[nH]c2=O)CC1	-2%	3%	-8%	-6%	1	-42%	6%	8%	-20%
N#Cc1ccc(Cl)cc1NC(=O)COC(=O)c1ccc2c(c1)OCCO2	-1%	-1%	-1%	-5%	-3	u	9%	2%	-4%
CC(C(=O)c1ccccc1)[n+]1cccc(Cl)c1 (stereo not given)	x	3%	-10%	0%	1	x	x	11%[0.0914 µM]	x
O=C(Cn1nnc(-c2cccs2)n1)N1CCc2ccccc2C1	-7%	1%	-7%	1%	-8	-2%	-4%	-10%	-11%
CC(=O)c1ccc(-n2nnnc2SCC(=O)N2CCc3ccccc3C2)cc1	4%	-3%	-10%	-3%	14	-8%	2%	-4%	u
O=C(CCc1nc2ccccc2c(=O)[nH]1)Nc1cc(Cl)ccc1N1CCCC1	-5%	-8%	2%	-3%	-4	-48%	4%	-3%	-20%
Cc1cccc(CSCc2ccc(C(=O)NCC3CCCO3)o2)c1 (stereo not given)	-11%	-5%	-2%	-1%	-2	-8%	9%	6%	-16%
CC(=O)Nc1c(Br)cc(N2C(=O)CCC2=O)cc1Br	1%	u	7%	-5%	-5	-2%[56.9 µM]	-4%	2%	2%
O=C(O)C1=C2C(=O)Nc3cccc(c32)C2(C1)C(=O)Nc1ccccc12 (stereo not given)	-6%	-2%	x	-4%	5	x	12%	x	-22%
CC1CCN(CCCNC(=O)CN2C(=O)CSc3ccc(S(=O)(=O)N4CCC(C)CC4)cc32)CC1	1%&7%	1%&2%	20%	-5%&-3%	-1&-2	-26%&6%	1%&-5%	-6%	-21%&-11%
CC(C)(C)NC(=O)C(c1ccsc1)N(CCc1ccccc1)C(=O)Cn1nnc2ccccc21 (stereo not given)	-1%	0%	36%	-4%	-18	9%	6%	16%	u
C=CCOC(=O)C1=C(C)OC(N)=C(C#N)C1c1ccc(F)cc1 (stereo not given)	-4%	1%	-20%	-5%	4	8%	8%	-16%	-9%
O=C(CSc1nnc(NC(=O)c2ccco2)s1)Nc1ccccc1Cl	7%	0%	16%[57.1 µM]	6%	4	7%	-3%	9%[57.1 µM]	-6%
CCOc1cc(N2CCOCC2)c(OCC)cc1NC(=O)CN1C(=O)NC2(CCCCC2C)C1=O (stereo not given)	-18%	2%	-8%	-1%	11	-2%	5%	-5%	-22%
COc1ccc(C(=O)Nc2ccc(S(=O)(=O)Nc3ncccn3)cc2)cc1OC	-2%	8%	14%	-1%	-6	8%	0%	-1%	-14%
